Bioassay records as filed in PubChem BioAssay.
RXFP1 antag: blocks the human relaxin receptor RXFP1. 0.59% of 350,000 active. HEK293-RXFP1, relaxin-stimulated cAMP HTRF, 30 min; active compounds read low. AID 1259400. Q9HBX9. activity change, negative = inhibition, % at 57.5 µM;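 active = activity change of -60% or lower, but not beyond a set lower limit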; also: % is scaled to controls: 0 for no effect and ±100 for the full control effect
D2 antag: D2 dopamine receptor (human) antagonism. 2% of 340,000 active. inhibition, % at 10 µM. P14416. HEK293 TREx D2 cells, calcium flux, dopamine EC80. AID 485344; in the data active = inhibition above about 30%; also: 0% is about no effect
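Compounds are added to dye-loaded, induced HEK293 T-REx cells coupled to calcium release via D2; after a 3 min kinetic read an EC80 dopamine stimulus is given and fluorescence is recorded for 3 more min.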
D2 PAM: D2 dopamine receptor (human) potentiation; P14416; HEK293 T-REx D2, calcium flux, EC20 dopamine potentiation; potentiation, % at 10 µM; 0.34% of 340,000 active;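 active = potentiation over 3 SD above the plate norm, cut at about 30% in these data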; also: 0% is about no effect
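Using a no-wash calcium dye in inducible, force-coupled HEK293 Trex cells expressing D2, we tracked fluorescence each second for 180 s after compound, then for 180 s after EC20 dopamine to detect augmented signalling.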
D1 potentiator: potentiators of human D1 dopamine receptor; HEK293 TREx D1 cells, calcium flux, dopamine EC20 potentiation; potentiation, % at 10 µM; 0.036% of 360,000 active; in the data active = potentiation above about 30%; also: 0% is about no effect
Target sequence (P21728 whole entry, looked up): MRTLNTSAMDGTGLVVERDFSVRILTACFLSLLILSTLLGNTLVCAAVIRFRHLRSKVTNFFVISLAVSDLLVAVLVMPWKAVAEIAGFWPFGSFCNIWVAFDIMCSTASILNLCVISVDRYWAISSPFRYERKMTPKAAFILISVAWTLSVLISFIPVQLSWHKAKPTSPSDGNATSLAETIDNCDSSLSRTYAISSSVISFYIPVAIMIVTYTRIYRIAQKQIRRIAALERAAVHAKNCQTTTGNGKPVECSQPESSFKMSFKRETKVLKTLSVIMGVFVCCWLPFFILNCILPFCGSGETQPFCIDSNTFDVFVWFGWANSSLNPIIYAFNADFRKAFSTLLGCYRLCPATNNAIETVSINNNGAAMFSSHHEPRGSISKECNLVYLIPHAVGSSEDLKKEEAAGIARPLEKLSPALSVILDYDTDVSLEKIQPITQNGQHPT
RXFP1 ag: agonists of human relaxin receptor RXFP1; HEK293T-RXFP1 cAMP TR-FRET, 30 min; response scale: percent of porcine relaxin response, buffer zero; 0.3% of 370,000 active; Q9HBX9; Potency, µM (doses to about 57.5 µM), for inactives: at the top dose activation, usual class: activators; active = well fitted activation curve with a large enough effect; also: potency is read from the fitted curve at half-maximal effect; % is scaled to controls: 0 for no effect and ±100 for the full control effect; nearly all actives have a fitted effect of over 60% in size; many of its hits are not listed in these tables
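HEK293 cells stably expressing RXFP1, treated 30 min at 37C with compounds plus PDE4 inhibitor Ro 20174; cAMP measured by HTRF TR-FRET. Normalized to buffer and 29 nM porcine relaxin; EC50 by Hill fit.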
D2 agonist: activates the human D2 dopamine receptor; activation, % at 2 µM; HEK293 T-REx D2 cells, calcium flux agonist mode; P14416; 0.53% of 340,000 active;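 active = activation over 3 SD above normal in the single-dose calcium agonist read, cut at about 30% in these data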; also: 0% is about no effect
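Tetracycline-induced HEK293 Trex cells with D2 receptor force-coupled to calcium signaling, plated overnight at 30 C and loaded with no-wash calcium dye. Calcium flux read kinetically for 180 s after compound addition; responses flag agonists.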
TRHR enhancer: TRH receptor (human) allosteric enhancement; TRHR cells, fluo-8 calcium fluorescence, EC20 TRH enhancement; 0.66% of 360,000 active; enhancement, % at 2 µM; in the data active = enhancement above about 30%; also: 0% is about no effect
Target sequence (P34981 whole entry, looked up): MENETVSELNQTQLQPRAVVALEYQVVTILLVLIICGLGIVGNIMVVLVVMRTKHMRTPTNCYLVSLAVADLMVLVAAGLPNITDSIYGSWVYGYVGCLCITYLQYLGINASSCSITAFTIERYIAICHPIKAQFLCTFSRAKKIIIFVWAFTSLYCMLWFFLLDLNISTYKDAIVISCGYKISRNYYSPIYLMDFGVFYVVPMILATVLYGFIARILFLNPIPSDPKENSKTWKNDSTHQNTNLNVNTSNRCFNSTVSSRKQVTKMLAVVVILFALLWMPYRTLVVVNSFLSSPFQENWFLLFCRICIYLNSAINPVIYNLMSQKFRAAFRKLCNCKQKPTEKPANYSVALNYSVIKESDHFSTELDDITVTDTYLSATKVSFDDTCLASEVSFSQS
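TRHR-expressing cells loaded with fluo-8 calcium dye were read kinetically (ex 480/em 530) during compound addition, then stimulated with an EC20 of TRH (10 nM final). Enhancement of the Gq-mediated intracellular calcium response was scored.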
D1 antag: blocks dopamine activation of the human D1 receptor; activity change, negative = inhibition, % at 10 µM; HEK293 TREx D1 cells, calcium flux, dopamine EC80; active compounds read low; P21728; 3.2% of 360,000 active; in the data active = activity change below about -30%; also: % is scaled to controls: 0 for no effect and ±100 for the full control effect
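Inducible Hek293 Trex D1 cells (tetracycline, overnight, 30 C). Calcium dye 30–90 min RT. Antagonist mode: EC80 dopamine added after 180 s compound read.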
D1 ag: human D1 receptor agonism. P21728. HEK293 T-REx D1 cells, calcium flux, agonist mode. activation, % at 2 µM. 1% of 360,000 active. AID 504660; in the data active = activation above about 30%; also: 0% is about no effect
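Tetracycline-induced HEK293 TREx D1 cells, force-coupled to calcium signalling, were dye-loaded with a no-wash calcium kit. Compound was pin-added after a 10 s baseline. Fluorescence was read kinetically at 1 cycle/s for 180 s, with calcium rises flagged as agonism.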
Starred values were filed as active, the others as inactive; · = no result given. Some of the compounds tested (hit frequency here may not be typical).

SMILES | RXFP1 antag | D2 antag | D2 PAM | D1 potentiator | RXFP1 ag | D2 agonist | TRHR enhancer | D1 antag | D1 ag
Cc1cccc(CN2CCN(C(=O)CN(C)C(C)C(=O)Nc3ccc(C(N)=O)cc3)CC2)c1 (configuration not stated) | -1.0 | -14.3 | 15.8 | -4.1 | 0.7% | 0.1 | -6.2 | 47.8 | 5.0
O=C(CSc1nc2cc(Cl)ccc2s1)N1CCN(C(=O)c2ccco2)CC1 | -13.5 | -5.4 | -6.0 | -12.6 | 0.0% | 1.0 | -1.4 | -15.1 | 2.5
Cc1cccc([C@@H]2[C@@H]3C(=O)N(Cc4ccccc4)C(=O)[C@@H]3[C@]3(C)C(=O)N(c4cccc(Cl)c4)C(=O)N23)c1 | · | 3.6 | -10.4 | -4.6 | -1.4% | -1.4 | 3.0 | 4.8 | 3.2
O=C(Cc1cccs1)NCc1cccc(Br)c1 | -0.2 | -4.0 | 2.7 | -4.8 | -2.5% | -1.9 | -4.4 | -5.6 | -0.1
CCc1ccc2oc(-c3ccc(OC)cc3)cc(=Nc3cccc(C(=O)O)c3)c2c1 | -32.7 | -3.6 | -5.1 | -7.5 | 1.2% | -0.8 | 10.5 | 17.8 | 2.4
COc1ccc(C2(C(=O)Nc3nncs3)CCCC2)cc1 | -16.1 | -14.9 | 1.0 | -2.1 | 0.1% | -0.9 | -1.5 | 6.1 | 0.2
O=[n+]1c2c(n([O-])c3cc(F)c(F)cc31)CCCC2 | -8.9 | 5.9 | 6.3 | -0.8 | -1.1% | 1.0 | 4.6 | 9.6 | -0.1
CC(C)CC(NC(=O)C1CCC(=O)N1C(=O)OCc1ccccc1)C(=O)NC(Cc1ccccc1)C(N)=O (configuration not stated) | -20.5 | 4.9 | 1.4 | -4.2 | -0.1% | 2.5 | -5.5 | 1.7 | 2.9
Cc1nc2ccc(S(=O)(=O)N(C)CC(=O)NCc3ccc4c(c3)OCO4)cc2s1 | 9.7 | -3.7 | -4.0 | -2.8 | 3.6% | 0.1 | -3.5 | -11.8 | 1.5
CCc1ccc2c(c1)c1nnc(NN)nc1n2CC | · | 26.7 | 3.6 | -1.2 | -0.9% | -0.6 | 11.7 | -15.5 | 4.3
CCOC(=O)C1CCN(c2cc(=O)n(-c3ccccc3Cl)c(=O)[nH]2)CC1 | -13.3 | 3.9 | -9.8 | 1.2 | 0.1% | 0.0 | -2.6 | 10.8 | -1.2
CCC(C(=O)N1CCN(c2cccc(Cl)c2)CC1)c1ccccc1 (configuration not stated) | -11.4 | -11.6 | · | -3.9 | -0.8% | 1.7 | 0.7 | 25.4 | 2.2
CN1CCN(C(=O)C2=C[C@H](c3csc4ccccc34)C[C@H](OCc3ccc(CO)cc3)O2)CC1 | · | -13.4 | -3.6 | -3.5 | 0.5% | -0.1 | 0.7 | -14.7 | 8.3
Cc1cccc(NS(=O)(=O)c2ccc(Cl)c(C(=O)Nc3ccccc3C)c2)c1 | -10.0 | · | -8.5 | 2.6 | -0.6% | -1.1 | 2.3 | -4.0 | 15.0
Cc1ccc(S(=O)(=O)N2CCC(C(=O)N3CCC[C@H]3C(=O)NCc3ccccc3)CC2)cc1 | -4.9 | 9.0 | -3.7 | 4.2 | 2.0% | 0.2 | -4.0 | -7.5 | 1.9
CCOC(=O)c1ccc(NC(=O)c2cccnc2)cc1 | 7.3 | 2.5 | 9.1 | -6.0 | -0.4% | -1.2 | 3.3 | 0.9 | 5.1
CCOc1cc(CN2CCOCC2)cc(C(C)=O)c1 | -8.4 | 7.4 | -2.8 | 2.3 | 0.3% | 0.2 | -2.9 | -10.2 | 2.9
CCN(c1ccccc1)S(=O)(=O)c1ccc(OC)c(NC(=O)C2=NN(c3ccccc3)C(=O)CC2)c1 | -8.5 | -25.9 | 9.8 | -4.2 | 0.5% | 0.9 | -1.7 | 0.7 | 5.4
Cc1c(NC(=O)C(C)N2C(=O)NC3(CCC(C)CC3)C2=O)c(=O)n(-c2ccccc2)n1C (configuration not stated) | -8.2 | 12.4 | -7.9 | 1.0 | 4.0% | 0.7 | -5.3 | · | -1.2
Cc1ccc(C)c(-c2nn(-c3cc(N4CCN(CCO)CC4)ccc3[N+](=O)[O-])c(=O)c3ccccc23)c1 | -1.1 | 10.7 | 20.2 | -2.6 | 2.2% | 0.4 | -4.5 | 0.8 | 7.1
COc1ccc(-c2ccc(C(C)=O)cc2)cc1[C@H]1[C@H]2C=CC[C@@H](C)[C@@H]2C(=O)N1Cc1ccccc1 | · | -0.6 | 0.1 | 4.0 | -1.0% | -0.6 | -7.6 | 31.5 | 2.6
CCCCN1C(=O)c2ccc(C(=O)NC3=NCCS3)cc2C1=O | -0.2 | 7.0 | -1.0 | -2.6 | 1.0% | 0.1 | 4.7 | -1.9 | 2.4
COc1ccc(N(C)S(=O)(=O)c2cccc(C(=O)NCC(c3cccs3)N(C)C)c2)cc1 (configuration not stated) | -8.2 | 46.1* | -24.1 | -2.4 | 0.6% | 1.3 | -12.6 | -5.8 | 3.5
Cc1cc(C)cc(C(=O)Nc2c3c(nn2-c2ccccc2C)CS(=O)(=O)C3)c1 | · | · | 19.1 | 1.6 | 3.6% | · | 1.8 | 21.8 | -4.3
O=C(NCc1ccncc1)c1cn(-c2ccccc2)nc1-c1cccnc1 | -9.4 | 14.3 | -16.2 | -2.4 | -0.4% | -1.0 | 2.6 | -11.1 | 0.0

The closing four entries of the part before lead into the next:
SMILES | RXFP1 antag | D2 antag | D2 PAM | D1 potentiator | RXFP1 ag | D2 agonist | TRHR enhancer | D1 antag | D1 ag
CCCCN1C(=O)c2ccc(C(=O)NC3=NCCS3)cc2C1=O | -0.2 | 7.0 | -1.0 | -2.6 | 1.0% | 0.1 | 4.7 | -1.9 | 2.4
COc1ccc(N(C)S(=O)(=O)c2cccc(C(=O)NCC(c3cccs3)N(C)C)c2)cc1 (configuration not stated) | -8.2 | 46.1* | -24.1 | -2.4 | 0.6% | 1.3 | -12.6 | -5.8 | 3.5
Cc1cc(C)cc(C(=O)Nc2c3c(nn2-c2ccccc2C)CS(=O)(=O)C3)c1 | · | · | 19.1 | 1.6 | 3.6% | · | 1.8 | 21.8 | -4.3
O=C(NCc1ccncc1)c1cn(-c2ccccc2)nc1-c1cccnc1 | -9.4 | 14.3 | -16.2 | -2.4 | -0.4% | -1.0 | 2.6 | -11.1 | 0.0
Cc1ccc(S(=O)(=O)NC(=O)Nc2cccc([N+](=O)[O-])c2)cc1 | 3.3 | 68.1* | 1.5 | -4.5 | 1.9% | 0.2 | -1.7 | -2.6 | 3.8
CCc1c(C(=O)OC)nnc2cc(C)nn12 | 1.4 | 4.6 | 2.3 | -3.1 | 1.5% | -1.3 | -7.1 | 5.0 | 4.3
COc1ccccc1Nc1c([N+](=O)[O-])cc(C)cc1[N+](=O)[O-] | -6.1 | 12.2 | · | -0.8 | -1.6% | 1.2 | -3.5 | -13.1 | 3.9
CCN(CC)S(=O)(=O)c1ccc(/C=C/C(=O)OCC(=O)Nc2cccnc2Cl)cc1 | 1.8 | 8.0 | 15.5 | -3.6 | 0.2% | 0.8 | 2.8 | -9.2 | 12.4
O=C(NN=C1CCCCC1)c1ccccc1-n1cccc1 | 1.6 | -8.2 | 7.7 | 2.0 | -0.3% | 0.8 | -1.9 | -11.5 | 1.0
COc1ccc(Cc2nnc(N)s2)cc1 | -6.0 | 0.5 | 10.8 | -2.0 | 0.0% | 0.2 | -0.4 | 8.9 | -0.4
O=C(NC1CCCC1)C(c1ccsc1)N(C(=O)Cc1cccs1)c1ccc(F)cc1 (configuration not stated) | 9.5 | 13.1 | 8.3 | -9.2 | -1.0% | 0.3 | -6.3 | -7.1 | 1.1
CN(CC(=O)Nc1ccc(S(=O)(=O)N2CCCC2)cc1)CC(=O)Nc1ccc(F)c(F)c1F | -0.8 | 12.1 | 5.6 | -3.5 | -0.5% | 1.8 | -2.8 | -21.1 | 24.8
O=[N+]([O-])c1cccc2ncccc12 | 20.9 | -1.9 | 11.5 | -11.6 | 6.2% | 1.2 | 11.1 | -6.1 | 3.5
CS(=O)(=O)Nc1cccc(C2=NN(S(=O)(=O)c3ccc(F)cc3)C(c3cccs3)C2)c1 (configuration not stated) | -14.0 | 31.2* | -7.9 | 0.1 | -0.5% | 3.7 | 3.4 | -2.8 | -2.2
Cn1cc(Br)c(C(=O)NNC(=O)Cc2ccc(Cl)cc2)n1 | 3.2 | 1.8 | -1.3 | · | -1.4% | 1.0 | 1.3 | 1.9 | 0.8
COc1ccc(C(=O)NCCc2nnc(SCC(=O)Nc3ccc(Br)cc3)n2C)cc1 | 1.0 | -4.7 | -6.9 | 13.2 | -0.5% | 0.6 | 13.4 | -5.5 | -0.2
C=C(C)Cn1c(-c2cccs2)n[nH]c1=S | -16.4 | -7.1 | -2.0 | 5.5 | 8.8% | -0.1 | 4.5 | 0.5 | 1.8
CCCCC1CN2CCc3c([nH]c4ccccc34)C2(C)C1 (configuration not stated) | -7.7 | -1.7 | 6.8 | 0.7 | -2.3% | 1.4 | 6.2 | -8.4 | 18.5
O=C(Nc1cccnc1Cl)c1cccc(S(=O)(=O)N2CCOCC2)c1 | 5.3 | -1.5 | -11.1 | -4.1 | 4.6% | 1.0 | -1.0 | 9.8 | 2.8
CN(C(=O)COC(=O)c1ccccc1Cc1ccccc1)C1CCS(=O)(=O)C1 (configuration not stated) | 5.1 | -10.7 | 0.6 | 4.2 | 2.1% | 0.0 | -0.3 | 8.6 | 0.5
O=C(NCc1cccc(C(F)(F)F)c1)C1CCCN(c2cnccn2)C1 (configuration not stated) | 8.4 | · | · | -0.3 | 2.7% | · | -2.7 | -1.8 | 1.4
CC(Oc1ccccc1)C(=O)NNC(=O)c1ccccn1 (configuration not stated) | -14.1 | 3.6 | 1.5 | 1.9 | 0.2% | 0.3 | 6.8 | 8.9 | 2.5
O=C(Nc1ccc(F)c(Cl)c1)c1cc(S(=O)(=O)N2CCCc3ccccc32)ccc1F | 3.9 | · | 1.6 | 2.2 | -0.4% | 0.1 | 5.8 | 16.2 | 2.0
CCOC(=O)C1(CCc2ccccc2)CCN(C(=O)CN2C(=O)CSC2=O)CC1 | -1.6 | -5.1 | 20.0 | 2.4 | -0.9% | -0.1 | -1.0 | -13.5 | 47.7*
CC(=O)c1ccc(NC(=O)c2c3c(nc4ccccc24)C(=O)N(C2CCCCC2)C3)cc1 | -11.6 | · | 5.5 | 1.6 | 1.0% | 0.3 | 2.0 | 17.0 | 2.1
COc1ccc(-n2c(=O)c(CCC(=O)N3CCC(C)CC3)nc3ccccc32)cc1 | -4.9 | -41.9 | 9.4 | -6.9 | 1.5% | 0.7 | 2.3 | 7.9 | 2.6
Cc1ccc(Nc2nnc(C)c(=O)[nH]2)cc1 | 3.3 | 43.2* | -3.9 | -7.0 | 0.1% | -3.0 | 0.3 | 9.6 | 1.2
